# Ecoli viability: E. coli V3065 growth inhibition, primary screen, counter-screen for AddAB inhibitor project, absorbance, OD600 | hit rate 0.27% among 330,000 | 18 h | inhibition, % at 11.9 µM;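 active = inhibition above the campaign's mean inhibition across all tested compounds plus 3 SD, cut at about 9.9% in these data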;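 note: uninfected addAB+ strain grown without phage in ampicillin broth; 0% = DMSO wells and 100% = ciprofloxacin 0.95 µg/ml wells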
# phage Ecoli inh: growth loss of phage-infected E. coli, primary screen, RecBCD inhibitor project, absorbance, with phage, HTS; hit rate 0.26% among 360,000; inhibition, % at 11.9 µM; in the data active = inhibition above about 11%
# HTR5A ag ctr: HTR5A agonists in luminescence cell assay, primary screen, counter-screen for OPRM1-OPRD1 heterodimer agonist project, full-deck HTS; 5-hydroxytryptamine receptor 5A (Homo sapiens), P47898; cell-based; activation, % at 9.3 µM; hit rate 0.61% among 340,000; AID 504692, 2011; in the data active = activation mostly above about 9.5%, no sharp cut-off; inactive = mostly below about 7.6%;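 note: 0% = cells with vehicle only and 100% = reference agonist; strong numbers were not always called active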
# Target sequence (P47898 whole entry, looked up): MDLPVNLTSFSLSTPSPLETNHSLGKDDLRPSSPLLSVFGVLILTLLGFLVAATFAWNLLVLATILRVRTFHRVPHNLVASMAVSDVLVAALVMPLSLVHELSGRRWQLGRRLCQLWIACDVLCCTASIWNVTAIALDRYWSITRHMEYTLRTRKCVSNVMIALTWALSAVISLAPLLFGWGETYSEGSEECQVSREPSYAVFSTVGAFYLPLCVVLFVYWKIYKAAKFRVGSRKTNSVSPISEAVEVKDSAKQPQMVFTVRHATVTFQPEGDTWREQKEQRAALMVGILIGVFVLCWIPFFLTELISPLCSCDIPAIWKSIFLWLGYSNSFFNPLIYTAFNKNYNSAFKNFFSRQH
# DSG3 Ab inh: inhibitors of pemphigus antibody binding to DSG3, primary screen, biochemical, bead-based, flow cytometry, scFv-GFP. binding (percent of control), % at 10 µM. AID 588358, 2011. DSG3-coupled beads, scFv-anti-DSG3-GFP binding; active compounds read low. hit rate 0.48% among 310,000. Desmoglein-3 (Homo sapiens), P32926;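 active = binding more than 3 SD below its plate's average and above zero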;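 note: hits lower antibody fragment binding to DSG3; some compounds called inactive have numbers as strong as hits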
# PfHsp90 yeast 2: growth inhibition of PfHsp90-expressing yeast, primary screen, antimalarial PfHsp90 inhibitor project, S. cerevisiae, BacTiter-Glo luminescence, single point, set 2; BacTiter-Glo ATP, 48 h; yeast lacking PDR1 and PDR3 efflux regulators; inhibition, % at 9.4 µM; hit rate 0.32% among 310,000; AID 504621, 2011;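 active = every replicate shows inhibition above about 80%, whatever the replicate mean, limit read from the data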;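 note: 0% = DMSO neutral controls and 100% = 20 µM radicicol positive controls; yeast relying on Plasmodium falciparum Hsp90 in place of its own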
# Mot1-301 SUMO: yeast Mot1-301 growth rescue at high temperature, primary screen, SUMOylation pathway inhibitor project, S. cerevisiae, ATP luminescence, 38.5C. S. cerevisiae Mot1-301 growth rescue; percent above DMSO median, 100 means doubled. growth rescue, % at 18.8 µM. hit rate 1% among 320,000. AID 2716, 2010;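 active = every valid replicate shows activation above 250% relative to neutral control wells; inactive = the rest, any valid replicate at or below 250%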;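 note: OY570 slx delta 5 strain wells were the positive control but not used for scaling; some compounds called inactive have numbers as strong as hits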
# OPRM1-OPRD1 ag: agonists of OPRM1-OPRD1 heterodimerization, primary screen, cell-based, luminescence. Mu-type opioid receptor (Homo sapiens) + Delta-type opioid receptor (Homo sapiens), …. cells. activation, % at 9.3 µM. hit rate 0.3% among 340,000. AID 504326, 2011; in the data active = activation above about 18%;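 note: 0% = vehicle-treated cells and 100% = reference agonist; values of inactives mirror those of a sister screen read the other way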
# OPRM1-OPRD1 inv: inverse agonists of MOR-DOR heterodimerization, primary screen, cell-based, luminescence; inhibition, % at 9.3 µM; AID 504357, 2011; hit rate 0.21% among 340,000; cell-based MOR-DOR heterodimer luminescence, inverse agonism; Mu-type opioid receptor (Homo sapiens) + Delta-type opioid receptor (Homo sapiens), …; in the data active = inhibition above about 22%, passing the limit was not always enough;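 note: 0% = cells with DMSO and 100% = wells without cells with DMSO; values of inactives mirror those of a sister screen read the other way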
# AddAB inh: growth inhibition of E. coli expressing H. pylori AddAB, primary screen, AddAB inhibitor project, absorbance; inhibition, % at 11.9 µM; hit rate 0.29% among 330,000; in the data active = inhibition above about 12%;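 note: 0% = vehicle wells of infected cells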
# PKA-R1A activ: activators of PKA-R1A holoenzyme, primary screen, biochemical, fluorescence polarization, Cy5-IP20, bovine R1A, mouse PKAc | activation, % at 11.4 µM | PKA-R1A dissociation; scaled: DMSO 0%, 113 µM cGMP 100% | hit rate 0.083% among 340,000 | cAMP-dependent protein kinase type I-alpha regulatory subunit (Bos taurus) + …;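 active = percent activation above the mean of all tested compounds plus 3 SD, cut at about 19% in these data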;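 note: higher means more PKAc released from R1A so a rise in polarization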
# HTR5A inv ctr: HTR5A inverse agonists in luminescence cell assay, primary screen, counter-screen for OPRM1-OPRD1 heterodimer inverse agonist project, full-deck HTS. 5-hydroxytryptamine receptor 5A (Homo sapiens), P47898. HTR5A cell line, inverse agonism. inhibition, % at 9.3 µM. hit rate 0.083% among 340,000. AID 504634, 2011; in the data active = inhibition mostly above about 23%, no sharp cut-off; inactive = mostly below about 18%;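 note: 0% = cells with DMSO and 100% = no-cell wells with DMSO; some compounds called inactive have numbers as strong as hits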
# Active calls of the source: *; nt = no result given; + = active, no number. An unsorted share of the library. About 3.2% of those tested had a hit in this group.
SMILES,Ecoli viability,phage Ecoli inh,HTR5A ag ctr,DSG3 Ab inh,PfHsp90 yeast 2,Mot1-301 SUMO,OPRM1-OPRD1 ag,OPRM1-OPRD1 inv,AddAB inh,PKA-R1A activ,HTR5A inv ctr
COc1ccc(NC(=O)/C(Cl)=C(/Cl)S(=O)Cc2ccccc2)cn1 (configuration not stated),-1.2,-3.5,-3,98,119*,34,-5.0,25,-3.9,2,7
O=C(CSc1ccccc1F)NCC(c1cccs1)N1CCOCC1 (configuration not stated),-2.6,2.1,1,92,-2,-11,-2.0,8,1.7,-3,-10
CC(C)NC(=O)C(=O)c1cn(C)c2ccccc12,0.6,1.2,-4,95,-8,10,1.3,-6,-0.3,3,11
Cc1cc(C)c(S(=O)(=O)N(C)CC(=O)NCc2ccccn2)c(C)c1,0.5,2.3,-5,99,-16,-4,0.1,-1,4.0,6,13
Cc1ccc(NC(=O)c2ncn(CC(=O)N3CCN(c4ccccn4)CC3)n2)cc1C,0.2,0.8,0,104,-19,nt,-3.6,18,-0.2,-7,1
CCOc1cc(NC(=S)NC)c(OCC)cc1NC(=O)c1ccco1,-2.8,1.0,0,126,-16,-1,1.4,-8,3.6,-2,-26
CCCN1C(=O)/C(=C\c2nc3ccccc3c(=O)[nH]2)c2ccccc21,nt,0.3,2,nt,-17,nt,-2.4,11,nt,5,9
COc1cccc(NC(=O)CN(c2ccc([N+](=O)[O-])cc2)S(=O)(=O)c2ccccc2)c1,-0.1,1.7,7,nt,-8,250,0.7,-3,5.1,-3,1
CC(C)(C)C(=O)Nc1ccc(Sc2ccc([N+](=O)[O-])cc2)cc1,-1.2,2.5,4,97,-8,nt,7.0,-43,1.5,-3,-21
Cc1cc(C)c(OCC(=O)Nc2ccc(S(=O)(=O)N3CCOCC3)cc2)c(C)c1,1.9,1.0,3,106,-27,-10,-1.1,6,-0.4,1,7
O=C(O)c1ccccc1-c1ccccc1C(=O)NCc1cccc(C(F)(F)F)c1,-0.1,4.5,1,85,0,-4,-2.6,13,4.0,5,-3
C#CCOCCOCCOCCNc1nc(N2CCN(C(=O)CCCCCCCCCCNC(=O)[C@H](CCCCN)n3cc(CCO)nn3)CC2)nc(N2CCN(C(=O)CCCCCCCCCCNC(=O)[C@H](CCCCN)n3cc(CCCC(=O)O)nn3)CC2)n1,-1.8,1.7,0,108,2,-3,-4.1,19,0.3,3,-4
CN(C(=O)CCCN1C(=O)c2cccc3cccc(c23)C1=O)c1ccccc1,-1.2,3.5,-3,108,-13,-9,-3.2,15,-0.2,-8,21
CCn1c(SCC(=O)N/N=C(\C)c2ccncc2)nnc1-c1ccc(C)cc1,-2.8,1.8,nt,109,nt,-5,nt,nt,-2.2,nt,nt
O=C(COC(=O)/C=C/c1ccccc1)NNC(=O)c1ccc([N+](=O)[O-])cc1,-0.2,2.7,4,102,-61,-1,-2.0,10,4.4,-4,-10
Cc1ccc(/C=C2/Sc3ccc(C(=O)NCc4ccccn4)cc3NC2=O)cc1,-1.1,-0.3,9,77,5,-15,-0.2,1,1.7,5,20
COC(=O)NNC(=S)NCc1ccccc1,-2.3,2.2,1,83,-15,-1,-3.8,19,0.8,-1,29
CN(CC(=O)Nc1cccc(F)c1)C(=O)C1CC(=O)N(Cc2ccccc2)C1 (configuration not stated),0.8,0.9,2,103,14,-5,-2.9,16,1.0,3,17
CC1CCN(c2c(NCc3ccc(C(=O)NCc4ccco4)cc3)c(=O)c2=O)CC1,-0.2,4.2,3,103,13,330,-1.5,8,2.8,-4,-7
Clc1cccc(CN2CCCCCCC2)c1Cl,1.3,0.7,5,105,-8,4,0.2,-1,4.8,9,-4
Cc1ccc2nc(Nc3nc(CSc4nnc(C)s4)cc(=O)[nH]3)nc(C)c2c1,1.4,3.4,0,99,-3,nt,-2.4,12,2.0,-1,1
Cc1ccc(C)c(/C=N/NC(=S)NCCc2ccccc2)c1,0.3,2.8,-2,102,12,245,1.7,-9,0.3,8,4
O=C(CS(=O)(=O)Nc1ccc(F)cc1Cl)Nc1ccc(F)cc1Cl,0.3,2.3,-1,101,-32,17,-2.7,13,2.7,-2,4
CCOC(=O)c1ccc(NC(=S)N2CCN(CCO)CC2)cc1,-1.9,4.8,3,97,7,-4,-1.2,6,-0.7,0,-12
CN(c1ccccc1)S(=O)(=O)c1cccc2ccccc12,1.5,1.1,-4,103,-6,2,0.7,-3,4.4,2,16

# The list goes on:
SMILES,Ecoli viability,phage Ecoli inh,HTR5A ag ctr,DSG3 Ab inh,PfHsp90 yeast 2,Mot1-301 SUMO,OPRM1-OPRD1 ag,OPRM1-OPRD1 inv,AddAB inh,PKA-R1A activ,HTR5A inv ctr
Cc1ccc(OCc2nc(-c3ccccc3)no2)cc1,-1.2,2.6,-8,103,-7,-6,4.0,-21,2.1,-6,14
CNC(=O)/C(C#N)=C/c1c(F)cccc1Cl,-0.9,5.4,2,102,8,-36,5.6,-40,3.3,-14,-5
Cc1cc(C)c(NC(=O)C2CCCN2C)c(C)c1 (configuration not stated),-0.2,1.5,0,nt,59,-20,-0.3,1,0.5,1,-18
COc1ccc(OC)c(S(=O)(=O)N2CCCC(C(=O)N3CCC(C(N)=O)CC3)C2)c1 (configuration not stated),2.4,0.2,6,94,-2,14,-5.1,25,3.9,-4,-7
COC(=O)c1cccc(NC(=O)CCc2c(C)noc2C)c1,0.3,2.9,10,nt,-46,1,-1.7,7,0.6,9,-27
CCOc1ccc(/C=C/C(=O)c2ccccc2)cc1OC,-2.2,-0.1,2,93,5,-14,1.5,-10,1.8,-15,-7
CC1=C(C(=O)OC2CCCCC2)C(c2ccco2)C2=C(CC(C)(C)CC2=O)N1 (configuration not stated),-1.9,3.2,0,111,31,60,-1.2,5,1.2,-6,11
Oc1ccccc1CNc1ccc2c(c1)OCCO2,-1.5,2.8,-4,96,11,13,-1.1,5,-1.4,-9,11
C=C(C)COc1ccc(-c2[nH]ncc2Oc2ccccc2OC)c(O)c1,0.6,2.6,-1,106,9,1,12,-74,4.8,4,2
COc1cc2c(=O)n(CCC(=O)NCC3CCCO3)c(=O)n(CC(=O)Nc3ccc(F)cc3)c2cc1OC (configuration not stated),2.3,-0.3,-2,nt,-14,284*,0.2,-2,3.6,-3,6
COc1ccc(CC2(CO)CCN(Cc3cccn3-c3ccccn3)CC2)cc1,-0.1,0.8,3,101,24,2,-2.5,13,0.7,-2,-2
CCCCn1c(SCC(=O)N2CCCCC2)nc2cc(S(N)(=O)=O)ccc21,-0.8,2.5,-1,97,5,-5,-3.0,16,2.8,-8,-49
CN(/N=C/c1ccc(O)cc1O)c1nc(-c2ccccc2)cc(-c2ccccc2)n1,-2.3,2.3,3,111,-14,39,-2.2,12,2.5,-3,-2
O=C(Nc1cnn(Cc2ccc(Cl)c(Cl)c2)c1)c1nc2ncccn2n1,-0.8,1.4,3,107,5,368,-1.1,6,2.3,-3,-7
CC1=C(C#N)C(NC(=O)c2cccc(Cl)c2)(C(F)(F)F)C(=O)N1 (configuration not stated),-2.0,0.9,5,120,-40,59,-0.4,2,-0.8,-4,-9
CCCCn1c(=O)n(Cc2cccc(F)c2)c(=O)c2c1ncn2Cc1ccco1,-0.5,1.9,1,107,-18,-16,1.9,-9,2.6,-1,1
CN(C)c1ccc(/C=C/C(=O)c2ccc(C(C)(C)C)cc2)cc1[N+](=O)[O-],1.2,1.8,5,89,-5,1,-2.5,13,5.7,-8,-6
O=C(/C=C/c1cccs1)Nc1nncs1,-1.6,1.7,2,91,-24,1,-2.4,12,-0.4,1,1
Cc1ccc(NS(=O)(=O)c2cccc(C(=O)N/N=C/c3c(C)nn(-c4ccccc4)c3N3CCCC3)c2)c(C)c1,1.5,3.2,1,93,26,-15,0.7,-5,-1.1,-4,-23
COc1ccc(/C=C(/C#N)S(=O)(=O)c2ccc(C)cc2)cc1,1.1,1.2,0,108,-26,+,-1.9,9,4.7,2,-20
C=CCOc1c(CNc2ncn[nH]2)cccc1OCC,1.1,2.8,13,104,1,1,-2.3,11,0.6,2,-31
COc1cc(CN(C)CCc2ccccc2)ccc1OCc1ccccc1,0.7,2.6,-3,107,-10,57,2.6,-13,3.5,-5,9
C[C@@H]1CN([C@@H](C)CO)C(=O)c2cccc(NC(=O)Nc3ccccc3)c2O[C@H]1CN(C)C(=O)Nc1cccc2ccccc12,-4.3,2.2,-7,102,16,5,1.0,-6,3.1,-5,17
Cc1nc2sc(C(c3ccc(Cl)cc3)N3CC(C)OC(C)C3)c(O)n2n1 (configuration not stated),1.8,1.9,11*,nt,-4,-5,1.3,-8,0.1,5,-25
COc1ccc(NC(=O)C(C)N(c2ccc(C)cc2)S(C)(=O)=O)cc1 (configuration not stated),2.1,1.4,4,105,15,23,-1.7,9,1.0,0,-13

# Carrying on.
SMILES,Ecoli viability,phage Ecoli inh,HTR5A ag ctr,DSG3 Ab inh,PfHsp90 yeast 2,Mot1-301 SUMO,OPRM1-OPRD1 ag,OPRM1-OPRD1 inv,AddAB inh,PKA-R1A activ,HTR5A inv ctr
O=C(c1cccs1)N1CCN(S(=O)(=O)Cc2ccccc2)CC1,-3.1,3.4,5,101,nt,-8,-0.6,4,1.0,-4,24
CCOC(=O)c1cc(N)cc([N+](=O)[O-])c1,-1.0,1.6,-1,101,-4,-4,0.4,-2,4.2,-4,-7
CC1CCCCN1C(=O)CN1CCC(c2nc3ccc(Cl)cc3[nH]2)CC1 (configuration not stated),3.1,4.1,1,99,19,-2,-2.8,14,2.5,0,8
CN(C(=O)CC1C(=O)NCCN1Cc1ccc(F)cc1Cl)C1CCCCC1 (configuration not stated),0.4,0.6,5,111,-4,-20,1.3,-9,2.5,1,11
O=C(N=C1N=C2C=CC=CN2Cc2ccccc21)c1ccc(S(=O)(=O)N2CCCC2)cc1,-1.3,-2.0,-2,101,9,64,-1.0,5,0.8,0,-22
Cc1ccoc1C(=O)NCCNC(=O)c1occc1C,1.8,3.2,-1,92,9,-14,-0.6,3,-1.8,8,5
Cc1ccc2nc(-c3ccc(SCC(=O)Nc4nnc(C)s4)nc3)[nH]c2c1,-0.3,4.3,12,99,-24,179,24*,-145,-0.2,4,-31
Cc1ccc(S(=O)(=O)N2CCCCC2)cc1NC(=O)C1CCC1,-2.5,2.1,-7,98,-12,13,-0.8,3,1.3,9,1
COc1ccccc1C(OC(=O)c1cccs1)C(=O)NCC1CCCO1 (configuration not stated),-1.4,0.4,1,107,-13,10,3.2,-20,-0.1,0,-2

# Screening data deposited in PubChem BioAssay by several laboratories.
